BAP1 inh: inhibitors of BAP1 deubiquitinase, primary screen, biochemical, Ub-AMC fluorescence, kinetic; Ubiquitin carboxyl-terminal hydrolase BAP1 (Homo sapiens), Q92560; recombinant BAP1, Ub-AMC hydrolysis fluorescence kinetic; active compounds read low; activity remaining (% of control), % at 20 µM; 72,000 compounds, 0.48% hits;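 active = activity remaining at or below 50% of control, provided the compound also passes the data quality filters; inactive = the rest, including low values that fail the filters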;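 also: 100% = DMSO wells rate and 0% = substrate alone blank rate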
Target sequence (Q92560 whole entry, looked up): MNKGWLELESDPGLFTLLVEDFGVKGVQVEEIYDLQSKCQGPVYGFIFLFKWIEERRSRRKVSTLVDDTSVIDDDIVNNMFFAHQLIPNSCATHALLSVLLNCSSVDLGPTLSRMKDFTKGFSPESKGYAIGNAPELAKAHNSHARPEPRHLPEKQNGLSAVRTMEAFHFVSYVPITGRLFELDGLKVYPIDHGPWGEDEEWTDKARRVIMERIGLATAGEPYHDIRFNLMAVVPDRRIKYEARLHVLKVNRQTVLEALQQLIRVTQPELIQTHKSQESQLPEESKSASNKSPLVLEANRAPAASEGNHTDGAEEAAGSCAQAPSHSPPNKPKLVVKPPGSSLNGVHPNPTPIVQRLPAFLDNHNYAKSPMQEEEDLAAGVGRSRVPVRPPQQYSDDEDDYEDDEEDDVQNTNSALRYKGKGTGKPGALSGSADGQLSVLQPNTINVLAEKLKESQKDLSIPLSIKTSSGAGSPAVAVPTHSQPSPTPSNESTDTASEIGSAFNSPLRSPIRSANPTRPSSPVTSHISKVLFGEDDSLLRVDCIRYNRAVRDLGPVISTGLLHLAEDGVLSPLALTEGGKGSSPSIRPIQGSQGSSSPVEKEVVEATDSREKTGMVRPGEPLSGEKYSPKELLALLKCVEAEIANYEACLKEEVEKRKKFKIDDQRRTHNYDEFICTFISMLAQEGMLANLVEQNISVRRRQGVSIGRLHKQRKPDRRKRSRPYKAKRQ
HePTP inh: inhibitors of human HePTP phosphatase, primary screen, biochemical, absorbance, leukemia target | AID 521, 2006 | inhibition, % at 20 µM | recombinant HePTP phosphatase activity, OD absorbance | Tyrosine-protein phosphatase non-receptor type 7 (Homo sapiens), P35236 | 110,000 compounds, 0.64% hits; in the data active = inhibition above about 50%;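 also: plate controls were vehicle for no effect and reference inhibitor for full effect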
Target sequence (P35236 whole entry, looked up): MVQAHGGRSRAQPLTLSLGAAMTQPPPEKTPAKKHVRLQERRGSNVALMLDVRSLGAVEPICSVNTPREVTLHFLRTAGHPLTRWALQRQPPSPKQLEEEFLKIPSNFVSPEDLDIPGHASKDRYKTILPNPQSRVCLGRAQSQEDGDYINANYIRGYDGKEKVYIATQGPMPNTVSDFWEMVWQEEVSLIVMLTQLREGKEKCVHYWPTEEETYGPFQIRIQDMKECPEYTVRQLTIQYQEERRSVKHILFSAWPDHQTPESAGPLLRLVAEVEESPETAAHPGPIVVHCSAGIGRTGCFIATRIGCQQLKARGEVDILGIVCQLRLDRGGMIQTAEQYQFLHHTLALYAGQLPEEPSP
Starred values were filed as active, the others as inactive; . = no result given.

Start of the listing, in advance (7 entries):
BAP1 inh,HePTP inh,molecule
.,3,COc1cc(Br)c(CN2CCN(Cc3cc(OC)c(OC)c(OC)c3)CC2)cc1OC
52,-2,CCOC(=O)C1CCN(C(=O)N(C)C)CC1
92,-15,Cc1nnc(SCCn2c(N3CC(C)CC(C)C3)nc3c2c(=O)[nH]c(=O)n3C)s1 (configuration not stated)
.,0,COc1ccc(-c2cc(C(=O)Nc3c(C)cccc3C)c3ccccc3n2)c(OC)c1
.,12,COc1cc([N+](=O)[O-])ccc1NC(=O)c1cccc(I)c1
53,.,CC(C(=O)O)N1C(=O)C2C3CCC(C3)C2C1=O (configuration not stated)
110,10,COc1ccccc1N1CCN(Cc2nc(N)nc(Nc3ccccc3)n2)CC1

The listing, from the start:
BAP1 inh,HePTP inh,molecule
.,3,COc1cc(Br)c(CN2CCN(Cc3cc(OC)c(OC)c(OC)c3)CC2)cc1OC
52,-2,CCOC(=O)C1CCN(C(=O)N(C)C)CC1
92,-15,Cc1nnc(SCCn2c(N3CC(C)CC(C)C3)nc3c2c(=O)[nH]c(=O)n3C)s1 (configuration not stated)
.,0,COc1ccc(-c2cc(C(=O)Nc3c(C)cccc3C)c3ccccc3n2)c(OC)c1
.,12,COc1cc([N+](=O)[O-])ccc1NC(=O)c1cccc(I)c1
53,.,CC(C(=O)O)N1C(=O)C2C3CCC(C3)C2C1=O (configuration not stated)
110,10,COc1ccccc1N1CCN(Cc2nc(N)nc(Nc3ccccc3)n2)CC1
267,.,COC(=O)c1ccc(N2C(=O)c3ccc(C(=O)Oc4ccccc4)cc3C2=O)cc1
.,0,CC1(C)Cc2ccccc2-c2nc(NCCCO)n(-c3ccccc3)c(=O)c21
.,-15,COc1ccc(NC(=O)Cn2nc(C)c([N+](=O)[O-])c2C)cc1OC
.,10,O=C1c2ccc3c4c(ccc(c24)C(=O)N1/N=C/c1ccccc1)CC3
95,10,Cc1cc(C)c(S(=O)(=O)N(CC(=O)NCc2cccnc2)C2CCCCC2)c(C)c1
117,-1,COc1cc(C)c(S(=O)(=O)N2CCCC2)cc1C
.,-11,O=S(=O)(c1ccc(Cl)cc1)N1CCN(c2ccccn2)CC1
109,4,COC(=O)c1cc(CC(=O)c2ccc(O)cc2O)c(C)o1
90,14,O=C(O)CCc1ccc(-c2ccc(F)cc2)n1CC(=O)O
106,5,COc1ccccc1-c1cc(C(F)(F)F)nc(S(=O)(=O)CCCC(=O)N2CCOCC2)n1
.,8,COc1ccc(N/C(=N/S(=O)(=O)c2ccccc2)c2ccccc2)cc1
92,1,O=C(NCc1cccs1)c1ccccc1F
98,0,NC(=O)CSc1nnnn1-c1ccc(OC(F)(F)F)cc1
112,.,COc1ccc(NC(=O)c2ccccc2)cc1
.,10,CCC(C)c1ccc(OCCOc2ccc(C=C3C(=O)NC(=S)NC3=O)cc2OC)cc1 (configuration not stated)
80,9,COc1ccc(CNS(=O)(=O)c2ccc(C3CNC(=O)C3)cc2)cc1 (configuration not stated)
135,-22,COc1ccc(C2CC(C(F)(F)F)n3nc(C(=O)NCCCN4CCOCC4)c(Cl)c3N2)cc1OC (configuration not stated)

Single values from the list:
COc1ccc(C2CC(C(F)(F)F)n3nc(C(=O)NCCCN4CCOCC4)c(Cl)c3N2)cc1OC (configuration not stated) | BAP1 inh: 135
O=C(NCc1cccs1)c1ccccc1F | BAP1 inh: 92
CCC(C)c1ccc(OCCOc2ccc(C=C3C(=O)NC(=S)NC3=O)cc2OC)cc1 (configuration not stated) | HePTP inh: 10
COC(=O)c1cc(CC(=O)c2ccc(O)cc2O)c(C)o1 | BAP1 inh: 109

Next compounds.
BAP1 inh,HePTP inh,molecule
.,6,CSc1ccc(S(=O)(=O)N(CC(=O)Nc2cccc(C(C)=O)c2)c2ccc(C)cc2)cc1
100,11,COc1nc(N)nc(N2CCOCC2)n1
78,1,CNC(=O)c1c(NC(=O)c2ccc(S(=O)(=O)N3CCOCC3)cc2)sc2c1CCC2
.,7,CC(C)(C)C(=O)NCC12C=CC(O1)C1C(=O)N(c3ccccc3)C(=O)C12 (configuration not stated)
92,11,O=C(COc1ccc(Cl)cc1Cl)N(Cc1ccco1)C1CCS(=O)(=O)C1 (configuration not stated)
.,4,CCc1ccc(-c2nn(-c3cc(N4CCN(C)CC4)ccc3[N+](=O)[O-])c(=O)c3ccccc23)cc1
91,-2,COCCN(CC(=O)NCc1ccccc1)C(=O)CCC(=O)Nc1nccs1
100,9,Cc1c(C(N)=O)sc2nc(-c3ccccc3)cn12
.,-6,COc1ccc(/C=C/C(=O)Nc2scc(-c3ccc(Br)cc3)c2C(=O)O)cc1
.,-13,Cc1cc(OCC(=O)Nc2ccc(O)c(-c3nc4ccccc4o3)c2)cc(C)c1Cl
.,-10,Cc1ccc(OCC(=O)N/N=C\c2ccc(OC(=O)c3cccs3)cc2)cc1
122,5,CCOC(=O)c1csc(NC(=O)c2ccc(OC)c(OC)c2)n1

Fetched by compound from above:
BAP1 inh,HePTP inh,molecule
122,5,CCOC(=O)c1csc(NC(=O)c2ccc(OC)c(OC)c2)n1
.,6,CSc1ccc(S(=O)(=O)N(CC(=O)Nc2cccc(C(C)=O)c2)c2ccc(C)cc2)cc1
.,7,CC(C)(C)C(=O)NCC12C=CC(O1)C1C(=O)N(c3ccccc3)C(=O)C12 (configuration not stated)
92,11,O=C(COc1ccc(Cl)cc1Cl)N(Cc1ccco1)C1CCS(=O)(=O)C1 (configuration not stated)

The listing continues:
BAP1 inh,HePTP inh,molecule
.,6,CC1(C)Cc2c(sc3ncn4nc(CO/N=C/c5ccccc5Cl)nc4c23)C(C)(C)N1
.,9,O=C(NCc1ccco1)c1cc2nc(-c3cccs3)cc(C(F)(F)F)n2n1
.,8,CCOC(=O)c1c(-c2ccc(C)o2)csc1NC(=O)CSc1nnc(C)s1
95,-4,O=C(N1CCOCC1)N(Cc1cccs1)C1CCCC1
.,2,CCCn1c(=O)c(C(=O)Nc2cc(Cl)ccc2OC)c(O)c2ccccc21
83,-9,Cc1cccn2cc(-c3ccc(S(=O)(=O)N4CCOCC4)cc3)nc12
114,0,CC1(C)NC(=O)N(CC(O)Cn2nnc3ccccc32)C1=O (configuration not stated)
61,3,O=C(NCc1ccco1)c1sc2cccc(F)c2c1Cl
96,0,Cc1cccc(NC(=O)C2CCCN(S(=O)(=O)c3c(C)nn(C)c3C)C2)n1 (configuration not stated)
81,-5,Nn1c(SCC(=O)NC(=O)NCc2ccccc2)nnc1C1CC1
.,103*,O=[N+]([O-])c1cccc(S(=O)(=O)NCc2ccncc2)c1
91,7,O=C(O)CCC(=O)N1CCc2cc(S(=O)(=O)Nc3ccc4c(c3)OCCO4)ccc21
.,6,CC(=O)Nc1ccc(S(=O)(=O)NC(=O)CC(C)C)cc1
.,-12,Cc1ccc(NC(=O)CCC(=O)N2CC(=O)NC(=O)C2)cc1
99,-3,CCCCCCNC(=O)C(C#N)c1nc2ccccc2nc1N1CCOCC1 (configuration not stated)
.,-5,CCOc1ccc(C2C(C(=O)/C=C/c3ccccc3)=C(O)C(=O)N2CCCCCC(=O)O)cc1 (configuration not stated)
52,-15,Cc1ccccc1OCCCC(=O)Nc1nccs1
81,.,CCOc1ccc(C2C(N3C(=O)c4cccc([N+](=O)[O-])c4C3=O)C(=O)N2c2cc(Cl)ccc2C)cc1 (configuration not stated)
159,3,COc1ccc(CCNC(=O)CSc2nc(N)c(C#N)c(-c3cccs3)c2C#N)cc1OC
94,-2,CCC(C)Nc1nc2c(c(=O)[nH]c(=O)n2C)n1CCC(C)C (configuration not stated)
94,3,CN1CCCN(C(c2ccccc2)c2ccc(Cl)cc2)CC1 (configuration not stated)
.,4,COc1ccc(C(=O)CC2(O)C(=O)Nc3ccccc32)cc1OC (configuration not stated)
.,13,CCc1ccc(-c2nc3cc(NC(=O)COc4ccc(OC)cc4)ccc3o2)cc1
.,10,Cc1cc(/C=C2\SC(=S)NC2=O)c(C)n1-c1cccc([N+](=O)[O-])c1
.,4,CCCC(=O)N1CCN(c2ccc(NC(=O)c3cc4ccccc4o3)cc2Cl)CC1
89,4,O=C1C(=O)N(CCCn2ccnc2)C(c2ccccn2)/C1=C(/O)c1ccccc1 (configuration not stated)
101,.,COc1cc(CNc2nc3ccccc3[nH]2)cc(OC)c1OC
91,2,O=C(CSc1nnc(C2CCCCC2)o1)N1CCCCC1
.,-8,O=C1c2ccccc2C(=O)c2c1cccc2N1CCN(C/C=C/c2ccccc2)CC1
.,0,COc1cc(/C=C2\C(=O)NC(=O)N(c3ccc(Br)cc3)C2=O)c([N+](=O)[O-])cc1OC
80,-4,CN1C2C=C3C(C#N)=C(N)C(C#N)(C#N)[C@@H](c4cccs4)C3C1CC2 (some centres not stated)
101,6,COCCOC(=O)C1=C(C)N=C2SCCC(=O)N2C1c1ccc(C(=O)OC)cc1 (configuration not stated)
99,-4,CN(C)CCN1C(=O)C(=O)/C(=C(/O)c2ccc(S(=O)(=O)N3CCOCC3)cc2)C1c1ccccc1 (configuration not stated)
100,5,CC(=O)Nc1ccc(OC(F)(F)C(F)C(F)(F)F)c(NC(C)=O)c1 (configuration not stated)
.,-8,OC(CN1CCCC1)Cn1c2ccc(Br)cc2c2cc(Br)ccc21 (configuration not stated)
95,8,O=C(N1CCOCC1)N1CCN(CC(O)COc2ccc3ccccc3c2)CC1 (configuration not stated)
112,3,CC(NC(=O)Nc1ccc(O)cc1)(C(F)(F)F)C(F)(F)F
.,7,Cc1ccc(C)c(S(=O)(=O)n2ccnc2C(C)C)c1
59,2,CSc1ccc(C(=S)N2CCN(CCO)CC2)cc1
106,7,CCCC(=O)N1CCN(c2ccc(NC(=O)c3cc4ccccc4o3)cc2)CC1
98,9,Cc1cc(C)nc(NC2=NCC(=O)N2c2ccc(Cl)cc2)n1
.,-2,CN(CCN(C)/N=C/c1ccc(O)cc1O)/N=C/c1ccc(O)cc1O
.,8,Cc1cccc(NCC(=O)N/N=C\c2c(Br)cc(Br)c(O)c2Br)c1
92,3,CC12C(=O)N(c3cccc4cccnc34)C(=O)C1C1C=CC2C1 (configuration not stated)
93,6,CCN(CCNC(=O)C1CCN(S(=O)(=O)CC)CC1)c1ccccc1
.,0,O=c1[nH]c(SC/C=C/c2ccccc2)nc2sc3c(c12)CCCC3
159,10,O=C(NC1CC1)C1CCC(=O)N1C1CCCC1 (configuration not stated)
.,3,COc1ccc(/C(N)=N/OC(=O)c2cccc(C)c2)cc1
.,4,O=C(Nc1ccccc1[N+](=O)[O-])C1C(c2ccccc2)C1(Cl)Cl (configuration not stated)
82,4,O=C(c1ccco1)n1nc(-c2ccccc2)nc1NCc1ccco1
.,-4,CCC1CCCCN1Cc1c(O)ccc2c(=O)c(-c3ccc(Cl)cc3)coc12 (configuration not stated)
85,.,COCCOC(=O)C1=C(C)NC2=C(C(=O)CC(C)(C)C2)C1c1cc(OC)c(OC)c(OC)c1 (configuration not stated)
.,8,O=S(=O)(NCc1ccc(F)cc1)c1ccccc1
93,11,CCCCn1c(N)c(N(CCC(C)C)C(=O)CSc2nnc3ccccn23)c(=O)[nH]c1=O
100,6,CN1C(=O)SC(Nc2ccc(F)cc2)C1=O (configuration not stated)
.,6,Cc1nc(N2CCCCC2)[nH]c(=O)c1C=O
.,-7,CC(Oc1cccc(Cl)c1)C(=O)N1CCN(Cc2ccccc2)CC1 (configuration not stated)
.,-12,CC(=O)c1ccc(NC(=S)NC(=O)c2ccccc2)cc1
.,-25,CCCNC(=O)c1nn2c(C(F)(F)F)cc(-c3ccccc3)nc2c1Br
78,6,CCNC(=O)CC1C(=O)N(c2ccccc2)C(=O)N1CCC(C)C (configuration not stated)

(continued)
BAP1 inh,HePTP inh,molecule
83,-3,CC(C)C(=O)Nc1cccc(C(=O)Nc2nncs2)c1
90,12,CCOc1ccc(S(=O)(=O)n2nc(C)cc2C)c2ccccc12
.,6,CC(=O)Nc1ccc(Nc2c([N+](=O)[O-])c(=O)n(C)c3ccccc23)cc1
120,11,Cc1nnc(NC(=O)CCCN2C(=O)c3ccccc3C2=O)s1
94,-4,CS(=O)(=O)N(CC(=O)NCc1ccco1)c1ccc2c(c1)OCO2
.,-9,COc1ccccc1NC(=O)C1CC(C)=C(C)CC1C(=O)O (configuration not stated)
150,2,Cc1cc(C(=O)Nc2ccc(N(C)C)cc2)c(C)o1
93,5,O=c1cc(CSc2ccc(Cl)cc2)nc(N2CCCCC2)[nH]1
.,4,Cc1ccccc1C1Nc2ccccc2NC2=C1C(=O)CC(c1ccccc1)C2 (configuration not stated)
.,-5,CC(=O)N1CCC2(CC1)CC(=O)c1cc(OCC(=O)NCc3ccco3)ccc1O2
.,-2,CC1=C(C(=O)Nc2ccccc2)C(c2cccs2)C(C#N)=C(SCC(=O)c2ccccc2)N1 (configuration not stated)
.,4,O=C(CCc1ccccc1)Nc1ccccc1Cl
.,-9,CC(=O)N1C(=S)NC(=O)/C1=C\c1cccnc1
74,6,CCC(=O)N1CCN(c2nc(-c3ccccc3)c3c(c2C#N)CCCC3)CC1
.,-8,Cc1ccc(/C(O)=C2/C(=O)C(=O)N(CCCCCC(=O)O)C2c2cccc([N+](=O)[O-])c2)cc1 (configuration not stated)
.,4,CN(C)c1ccc(NC(=O)C2C3C=CC(C3)C2C(=O)O)cc1 (configuration not stated)
.,8,O=[N+]([O-])c1ccc(N2CCN(S(=O)(=O)c3ccccc3)CC2)cc1NCCOc1ccccc1
103,7,CCC(=O)OCCn1c(Br)nc2c1c(=O)[nH]c(=O)n2C
.,0,O=S(=O)(c1ccc(SCCO)nc1)N1CCCC1
82,-4,CC(=O)c1cc2c(cc1NC(=O)CCCC(=O)O)OCO2
.,15,CC(=O)N(C1=C(N2CCOCC2)C(=O)c2ccccc2C1=O)c1ccc(C(=O)O)cc1
.,9,COc1ccc(Oc2coc3cc(OS(C)(=O)=O)ccc3c2=O)cc1
73,.,CCOC(=O)C1=C(C)NC2=C(C(=O)CCC2)C1c1ccccc1Cl (configuration not stated)
77,-8,CCNc1nc(NCc2ccccc2)nc(Oc2ccc(=O)[nH]n2)n1
